Screens as filed in PubChem BioAssay.
Gal4-VP16 FLuc: VP16 counterscreen qHTS for inhibitors of ROR gamma transcriptional activity; Drosophila S2 Gal4-VP16 UAS-luciferase, luminescence, 20 h; Potency, µM (top dose mostly 53.6 µM), for inactives: at the highest dose activity, negative = inhibition, most hits filed as inhibitors; hit rate 3.5% among 310,000; AID 2546, 2010;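 further: Gal4-VP16 expression switched on by copper sulfate through the metallothionein promoter; potency means the concentration at half of the fitted maximal effect; on the % scale 0 is the no-effect control and ±100 the full control effect; nearly all actives have a fitted effect of over 50% in size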
ELG1 genotoxic: qHTS screen for small molecules that induce genotoxicity in human embryonic kidney (HEK293T) cells expressing luciferase-tagged ELG1 | HEK293T ELG1-luciferase reporter, luminescence, 16 h | Potency, µM (highest dose often 46 µM), for inactives: at the highest dose activity change, positive = activation, usual class: activators | hit rate 1.3% among 330,000 | AID 504466, 2011; further: potency means the concentration at half of the fitted maximal effect; % of control where 0% means no effect; nearly all actives have a fitted effect of over 60% in size
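HEK293T cells expressing luciferase-tagged ELG1 were treated with compound or DMSO for 16 hr at 37°C. Luciferase activity was then read after 30 min with ONE-Glo at room temperature; rising signal flags genetic stress.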
FLuc modulator: qHTS profiling assay for firefly luciferase inhibitor/activator using purifed enzyme and Km concentrations of substrates (counterscreen for miR-21 project) | Luciferin 4-monooxygenase (Photinus pyralis), P08659 | purified FLuc, Km substrates, luminescence inhibition | Potency, µM (titrated, usually from 57.5 µM), inactives show at the highest dose activity change, negative = inhibition, usual class: inhibitors | hit rate 6.9% among 360,000;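 further: potency means the concentration at half of the fitted maximal effect; plate controls were vehicle for no effect and reference inhibitor for full effect; nearly all actives have a fitted effect of over 55% in size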
Target sequence (P08659 whole entry, looked up): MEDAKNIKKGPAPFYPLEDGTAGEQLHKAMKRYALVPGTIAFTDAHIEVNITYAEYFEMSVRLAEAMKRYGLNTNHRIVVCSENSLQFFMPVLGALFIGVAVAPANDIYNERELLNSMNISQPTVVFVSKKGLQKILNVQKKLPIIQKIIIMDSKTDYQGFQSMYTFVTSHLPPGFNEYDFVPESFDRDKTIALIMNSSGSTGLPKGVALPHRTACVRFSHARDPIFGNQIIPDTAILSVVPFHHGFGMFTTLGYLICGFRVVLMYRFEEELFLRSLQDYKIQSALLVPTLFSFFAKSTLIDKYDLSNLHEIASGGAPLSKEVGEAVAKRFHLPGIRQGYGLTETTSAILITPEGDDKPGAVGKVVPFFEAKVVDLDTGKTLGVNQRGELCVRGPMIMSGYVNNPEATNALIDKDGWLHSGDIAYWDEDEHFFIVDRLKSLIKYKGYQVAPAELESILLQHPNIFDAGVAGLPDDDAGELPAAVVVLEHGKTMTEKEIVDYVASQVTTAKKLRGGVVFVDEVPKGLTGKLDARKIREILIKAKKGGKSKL
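Purified P. pyralis luciferase (10nM final) with 10uM D-luciferin and 10uM ATP (Km levels) in 50mM Tris acetate pH 7.5, 10mM Mg acetate, 0.01% Tween-20, 0.05% BSA; qHTS 6-point titration, ~60 µM downward; luminescence read.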
Giardia killer: Small Molecules that selectively kill Giardia lamblia: qHTS; Giardia lamblia trophozoite viability; activity change, % at 7.66 µM, hits read low; hit rate 0.15% among 340,000; in the data active means activity change below about -80%; inconclusive means between about -30% and that limit;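 further: parasites exposed to compound for two days anaerobically before the ATP read; on the % scale 0 is the no-effect control and ±100 the full control effect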
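Media and compound were dispensed first, then trophozoites at 100 cells/well; plates sat 48 hrs at 37 deg C without oxygen before ATP luminescence reagent was added and read after 15-30 min at room temperature.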
Menin MLL FP TR: qHTS Assay for Inhibitors Targeting the Menin-MLL Interaction in MLL Related Leukemias: Competition With Texas Red Labeled MLL-derived Mutant Peptide. O00255. Menin + Texas Red MLL mutant peptide, fluorescence polarization. Potency, µM (highest dose often 61.6 µM), for inactives: top-dose FP activity change, negative = inhibition, hits mostly inhibitors. hit rate 0.23% among 270,000. AID 1768, 2009; active means well fitted inhibition curve with a large enough effect in the polarisation, with a control signal flat, not every such curve was filed as active; inconclusive means small, poorly fitted or top-dose-only effect, or effect the other way, or a change in a side signal; inactive means no such curve, though single readings can be large or run the other way; the % refers to the polarisation; further: potency means the concentration at half of the fitted maximal effect; % of control where 0% means no effect; many of its hits are not listed in these tables
BRCA1 expr up: qHTS Assay to Identify Small Molecule Activators of BRCA1 Expression. Potency, µM (series often up to 46.1 µM), inactives show at the highest dose activation, hits mostly activators. hit rate 1.1% among 380,000. MCF7-BRCA1-FFLuc reporter, luminescence, 48 h; response scale: scaled: vehicle 0%, 10 µM genistein 100%; further: potency means the concentration at half of the fitted maximal effect; nearly all actives have a fitted effect of over 80% in size; some results filed as inactive show a strong effect at the top dose
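MCF7 cells carrying a BRCA1-firefly luciferase reporter (2000 cells/well, phenol-red free MEM) were attached for 2 h at 37 °C, then given compounds for 48 h. Luminescence was read 15 min after luciferase reagent; activity normalized to genistein (10 microM) and DMSO.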
Rab9 promoter act: qHTS Assay for Rab9 Promoter Activators | Huh7 Rab9 promoter-luciferase reporter, luminescence, 24 h | Potency, µM (series often up to 9.22 µM), without a hit: at the highest dose activation, negative = inhibition, actives largely listed as activators | hit rate 2.8% among 320,000 | AID 485297, 2010; further: potency means the concentration at half of the fitted maximal effect; % of control where 0% means no effect; nearly all actives have a fitted effect of over 60% in size
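Stable Rab9-luc Huh7, 1500 cells/well, 2 h settle; cmpd in DMSO, 24 h, 37 °C/5% CO2; luciferase reagent 10 min RT; luminescence.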
NPC1 prom act: qHTS Assay for NPC1 Promoter Activators. Huh7 NPC1 promoter luciferase reporter, 24 h. Potency, µM (doses to about 9.22 µM), without a hit: at the top dose activation, actives largely listed as activators. hit rate 2.4% among 320,000. AID 485313, 2010;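 further: potency means the concentration at half of the fitted maximal effect; % of control where 0% means no effect; nearly all actives have a fitted effect of over 60% in size; reporter is driven by a mutant NPC1 promoter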
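In 1536-well qHTS, Huh7 cells harboring an NPC1 promoter–luciferase construct received compound for 24 h; activation was quantified by luminescence following luciferase reagent addition.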
p53 reactivator: qHTS assay for re-activators of p53 using a Luc reporter; H1299 p53-A138V BP100-luciferase reporter, luminescence, 24 h; Potency, µM (highest dose often 92.2 µM), without a hit: at the top dose activity change, positive = activation, hits mostly activators; hit rate 0.063% among 320,000; further: potency means the concentration at half of the fitted maximal effect; % of control where 0% means no effect; nearly all actives have a fitted effect of over 45% in size
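H1299 (p53-null), stable ts p53-A138V + BP100-Luc; 1000 cells/well, Opti-MEM/10% FBS; cpd 4 pt, 1:5; 24 h, 37 deg C, 5% CO2; detection reagent 10 min RT; luminescence.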
RORg inh: qHTS for inhibitors of ROR gamma transcriptional activity; Potency, µM (titrated, usually from 53.6 µM), inactives show at the top dose activity change, negative = inhibition, usual class: inhibitors; AID 2551, 2010; hit rate 5.4% among 310,000; Drosophila S2 Gal4-RORgamma UAS-luciferase reporter, 20 h; Nuclear receptor ROR-gamma (Mus musculus), P51450; further: potency means the concentration at half of the fitted maximal effect; on the % scale 0 is the no-effect control and ±100 the full control effect; nearly all actives have a fitted effect of over 60% in size
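Read-out: Photinus luciferase luminescence; inhibitors lower reporter signal. Insect Schneider cells with Gal4-ROR gamma fusion under metallothionein promoter, UAS reporter; 700 uM final copper sulfate induction, 20 hr, ambient temperature.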
PKM2 act: qHTS Assay for Activators of Human Muscle isoform 2 Pyruvate Kinase; hit rate 0.34% among 260,000; Pyruvate kinase PKM (Homo sapiens), P14618; purified PKM2, Kinase-Glo ATP luminescence, activation; response scale: 0% is enzyme alone, no compound; Potency, µM (titrated, usually from 57.5 µM), inactives show top-dose activation, usual class: activators; further: potency means the concentration at half of the fitted maximal effect; on the % scale 0 is the no-effect control and ±100 the full control effect; nearly all actives have a fitted effect of over 55% in size
Target sequence (P14618 whole entry, looked up, canonical isoform): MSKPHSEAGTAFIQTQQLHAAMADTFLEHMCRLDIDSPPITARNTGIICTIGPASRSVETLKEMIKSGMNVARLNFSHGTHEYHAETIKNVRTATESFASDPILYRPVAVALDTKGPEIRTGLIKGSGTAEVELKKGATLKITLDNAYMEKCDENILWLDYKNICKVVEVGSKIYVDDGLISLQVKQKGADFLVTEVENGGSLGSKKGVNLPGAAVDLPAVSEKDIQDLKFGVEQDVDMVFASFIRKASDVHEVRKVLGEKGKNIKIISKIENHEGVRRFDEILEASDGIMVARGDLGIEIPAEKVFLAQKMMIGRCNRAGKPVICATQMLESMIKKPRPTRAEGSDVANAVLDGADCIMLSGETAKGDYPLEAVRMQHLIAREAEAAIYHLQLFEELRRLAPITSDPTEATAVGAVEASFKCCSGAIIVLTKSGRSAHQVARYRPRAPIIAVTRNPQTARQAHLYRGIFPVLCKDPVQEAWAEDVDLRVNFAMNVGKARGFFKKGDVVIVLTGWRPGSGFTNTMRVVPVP
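hPK-M2, >95% pure; 0.1 mM ADP / 0.5 mM PEP final; imidazole pH7.2 buffer w/ 7 mM MgCl2, 50 mM KCl; 1 h RT; Kinase-Glo lum. Intermediate enzyme activity for dual inhibitor/activator qHTS.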
* marks the source's active call; other numbers are inactive results; ? = inconclusive; . = no result given; & = joins results of further samples; [ ] = dose if it differs, or a comment. Unless noted, the call rests on the fitted dose curve; in most records, active means well fitted curve in the direction sought with a large enough effect; inconclusive means small, poorly fitted or top-dose-only effect, or another doubt; inactive means no such curve, though single readings can be large; an effect the other way counts as inactive or inconclusive. A portion of the library, so the mix of outcomes need not match the whole.

smiles | Gal4-VP16 FLuc | ELG1 genotoxic | FLuc modulator | Giardia killer | Menin MLL FP TR | BRCA1 expr up | Rab9 promoter act | NPC1 prom act | p53 reactivator | RORg inh | PKM2 act
Cc1ccc(NC(=O)c2ccccc2)cc1C | . | 8% | 15µM* | 4 | . | 8% | 6% | 13% | 8% | . | .
COc1ccc(/C=C/C(=O)OC(C)CN2CCCCC2)cc1 (configuration not stated) | -3% | 3% | 5% | 7 | 2% | -44% | -1% | 0% | . | 19% | -1%
Nc1nnc(SCC(=O)OCC(=O)Nc2ccc(Br)cc2)s1 | 1% | 0% | -19% | -9 | 11% | 4% | 0% | -4% | -5% | -21% | 11%
COc1cc([N+](=O)[O-])cc(/C=N/NC(=O)c2cc(C)nc3ccccc23)c1O | 13µM* | -10% | -2% | -6 | . | -42% | -4% | 2% | 11% | 5.6µM* | -2%
CCOC(=O)C1CCCN(C(=O)C2CC(=O)N(c3ccc(C)cc3)C2)C1 (configuration not stated) | 0% | -1% | -1% | -4 | -24% | -2% | -4% | 0% | -9% | -1% | 6%
COc1ccc(Cl)cc1NC(=O)c1cnccn1 | 14% | 4% | 0% | 6 | ? | -51% | 5% | -5% | -27% | -24% | 0%
CCc1nc(SCC(=O)NNC(=O)c2ccc(C)cc2)c2ccccc2n1 | 4% | -9% | -2% | -3 | -10% | 4% | 0% | 2% | -1% | 11% | .
CC(C)CC(=O)Nc1ccc(C(=O)NNC(=O)C(c2ccccc2)c2ccccc2)cc1 | -6% | 1% | -1% | -4 | . | -21% | 0% | -3% | 3% | -1% | -1%
Cc1c(NS(=O)(=O)c2ccc3nc(COc4ccccc4Cl)[nH]c3c2)c(=O)n(-c2ccccc2)n1C | 3% | 2% | -18% | 14 | 9% | -3% | -3% | -7% | -2% | -7% | ?
COc1ccc(NC(=O)c2oc3ccc(S(=O)(=O)N4CCOCC4)cc3c2C)cc1 | -4% | -13% | -14%&0% | -5 | 9% | -19% | -10% | -3% | -4% | 34% | -1%
CCCc1ccc(OCc2nc(-c3ccc(NC(=O)c4cccs4)cc3)no2)cc1 | -20% | ? | 13µM* | -1 | 7% | 39% | ? | 22% | ? | 7% | -15%
Cc1c(Cl)cnc(NC(=O)CSc2n[nH]c(N)n2)c1Cl | . | 3% | 1% | 15 | . | 2% | 2% | -4% | -2% | . | .
O=C(NC1CCCCCC1)c1ccc(N2CCCC2=O)cc1 | -1% | 9.2µM* | 13µM* | -17 | -6% | ? | 3.2µM* | 4µM* | ? | -18% | -13%
O=C(CSc1nnc(-c2ccccc2O)o1)N1CCCCC1 | -21% | ? | 11µM* | -19 | 4% | 83% | 26% | 24% | 15% | -43% | .
Cc1cccc(-c2nc(CSCC(=O)N3CCN(c4ccccn4)CC3)c(C)o2)c1 | -22% | -10% | 1% | 0 | ? | -69% | -15% | -3% | 0% | 40% | 3%
CC(Oc1ccccc1F)C(=O)NNC(=O)CCNC(=O)c1ccccc1Cl (configuration not stated) | -5% | 2% | 2% | 5 | . | -23% | -1% | -2% | 11% | -28% | 0%
CSc1ccccc1OCc1cc(C(=O)N2CCCC(C)C2)no1 (configuration not stated) | ? | 5.2µM* | 6.7µM* | -7 | . | ? | 1.4µM* | 1.6µM* | ? | 3% | -7%
COCCNC(=O)C(=O)NNC(=O)COc1ccc(OC)cc1 | -2% | -2% | 3% | 23 | 1% | 3% | -11% | -1% | -1% | -5% | -1%
O=[N+]([O-])CC(=Nc1ccc(F)cc1)N/N=C\c1oc(O)c2ccccc12 | 2% | 7% | 15µM* | . | . | . | 30% | ? | 9% | 9% | 24%
Cc1c(NC(=O)CSCc2c(F)cccc2Cl)c(=O)n(-c2ccccc2)n1C | -2% | 0% | -2% | -10 | 4% | -26% | -1% | -4% | -1% | 21% | 8%
O=C(Cn1cc(S(=O)(=O)Cc2ccccc2)c2ccccc21)Nc1ccccc1 | -5% | -3% | 2% | 14 | ? | -28% | 1% | 4% | 12% | 28% | -4%
CCN1CCCC1CNCc1cccc(OC)c1OCc1ccc(F)cc1 (configuration not stated) | -8% | 1% | -2% | 17 | 1% | 69% | 0% | -2% | -14% | -20% | -1%
O=C(Nc1cccnc1)c1cc(-c2cccnc2)nc2ccc(Br)cc12 | -16% | -5% | ? | -1 | 32%[activator] | -18% | -6% | -1% | -5% | -2% | -3%
O=C1CCCN1CC(CN1CCOCC1)Sc1nnnn1-c1ccccc1 (configuration not stated) | -8% | 0% | 0% | -25&17 | 13% | 0%&0% | 5% | 1% | -23% | -22% | 2%
CCCCN(CC)C(=O)Cc1c(C(=O)O)[nH]c2ccc(Cl)cc12 | -1% | -2% | 14% | 38[activator] | 16% | -9% | 12% | -6% | -1% | 3% | -3%
CC(NC(=O)/C(C#N)=C/c1ccco1)c1ccccc1 (configuration not stated) | ? | 0% | 0% | -3 | . | 0% | 1% | 2% | -1% | -9% | 11%
COc1ccc(NC(=O)CN(C)C(=O)c2ccc(N3CCCCCC3)c([N+](=O)[O-])c2)cc1 | . | -7% | ? | -3 | . | -16% | 0% | -2% | -5% | . | .
Cc1cccn2c(=O)c(/C=C(\C#N)C(N)=O)c(N3CCN(Cc4ccc5c(c4)OCO5)CC3)nc12 | -1% | -2% | 3% | 63[activator] | ? | -10% | 2% | -4% | -10% | -3% | 4%
CC(C)(Oc1ccc(Cl)cc1)C(=O)Nc1cccc(S(=O)(=O)NC2=NCCC2)c1 | . | 0% | 6% | -18 | . | -5% | -4% | 0% | -2% | . | .
COc1cc(CC(=O)OCC(=O)N2C(C)CCCC2C)cc(OC)c1OC (configuration not stated) | 0% | -2% | -1% | 22 | ? | -1% | 7% | -5% | 0% | 5% | .
CCn1cc(C(=O)NCCN(C)C)c(=O)c2cc(F)c(N3CCN(C)CC3)cc21 | 0% | -1% | 0% | -7 | -16% | 58% | 1% | -8% | -6% | -4% | .
O=S(=O)(c1ccccc1)N1CCN=C1SCc1ccccc1Cl | -26% | -9% | -11% | -18 | 26% | 3% | 1% | -2% | 0% | ? | 7%
Cc1ccccc1OCCn1ccnc1 | . | 2% | -2% | 41[activator] | 14% | -20% | 3% | -1% | . | . | -1%
Cc1nn(-c2ccccc2)c2c1C(c1ccc(F)cc1)C(C#N)=C(N)O2 (configuration not stated) | -2% | 5% | -8% | 3 | 3% | -26% | -3% | -4% | -8% | 10% | 4%
CC(=O)NC(CCC(=O)O)C(=O)O (configuration not stated) | 8% | . | . | 5 | -5% | 25% | . | . | . | 0% | .
Cc1ccc(C)c(S(=O)(=O)Nc2ccc(S(=O)(=O)Nc3onc(C)c3C)cc2)c1 | 3% | 4% | -3% | 1 | 22% | -19% | 0% | 0% | -6% | 4% | -3%
CN(Cc1ccno1)Cc1cn(Cc2ccccc2)nc1-c1ccc2c(c1)OCO2 | -7% | -6% | -3% | 3 | 25% | -1% | 1% | 2% | -4% | ? | -10%
Cc1ccc(CN2CCN(/N=C\C=C\c3ccccc3)CC2)cc1 | 6% | -7% | -2% | -8 | -9% | -19% | -1% | -6% | -2% | 26% | -1%
COc1ccc(NC(=O)CC2C(=O)N(c3ccc(OC)cc3)C(=O)N2C(C)C)cc1 (configuration not stated) | 30% | 12% | -2% | 3 | 2% | 40% | 7% | 10% | 5% | -4% | -4%
CCOC(=O)C1CCN(C(=O)Nc2cccc(OC)c2)CC1 | 12% | 2% | -20% | 2 | . | 0% | 2% | 0% | 1% | -10% | 3%
O=C(CN1C(=O)NC(Cc2c[nH]c3ccccc23)C1=O)NCCc1ccccc1 (configuration not stated) | -1% | 2% | -1% | -12 | 29% | -3% | 7% | 0% | -1% | -6% | .
